High-throughput results from PubChem.
PolyA inhibitor: blocks polyadenylation in yeast reporter cells; S. cerevisiae SKY197-pL101 polyadenylation reporter, beta-gal luminescence; efflux-impaired pdr1/pdr3 knockout yeast; score 100 = 6 SD above DMSO; calls only at 12 µM; 300,000 compounds, 0.02% hits; AID 1875;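 active = lowest replicate activity score at least 50, where 100 means six control SD above control mean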;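 also: yeast exposed to compound for 9 h at 30 °C; higher score means more reporter readthrough which indicates perturbed polyadenylation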
KCNK9 block: human KCNK9 channel inhibition; Q9NPC2; HEK293 KCNK9, FluxOR thallium flux fluorescence; stronger effect = lower value; B-score at 10 µM; 310,000 compounds, 1.2% hits; AID 488922;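 active = ratio B-score over 3 SD below the library mean, with starting fluorescence within 5 SD of its mean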;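 also: negative B-score means less thallium flux so channel inhibition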
GSK3beta inhib: human GSK3beta kinase inhibition; GST-GSK3beta kinase, ADP-Glo luminescence, 60 min; stronger effect = lower value; activity score (negative = inhibition), % at 10 µM; 300,000 compounds, 0.038% hits; P49841;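 active = more than half of replicate wells score below -50%, meaning over 50% inhibition versus plate controls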;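 also: 0% = median DMSO wells and -100% = median GW8510 positive control wells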
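Assay system: GST-tagged human GSK3beta kinase, cell-free; Input: 1.6 ng GSK3beta; Medium: Tris/MgCl2 kinase buffer; Timing: 60 min enzyme reaction, room temperature; Signal: ADP-Glo luminescence quantifying ADP generated by kinase; Evaluation: score relative to plate controls; Benchmarks: DMSO neutral wells and GW8510 at 20 µM as positive.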
RGS4 inh: inhibitors of human RGS4; B-score at 10 µM; 310,000 compounds, 0.45% hits; HEK293 M3R/RGS4 inducible, Fluo-4 calcium flux; stronger effect = higher value; triggered by carbachol at its EC20;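 active = B-score, a plate-corrected calcium signal, over three deviations above library mean, with baseline fluorescence within five deviations of library mean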;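 also: RGS4 expression induced by doxycycline in cells with stable M3 receptor; B-score is computed from the integrated fluorescence ratio over baseline after carbachol; higher B-score means a larger calcium signal and so more RGS4 inhibition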
hERG protect: compounds protecting human hERG from proarrhythmic drug block; 310,000 compounds, 0.51% hits; AID 1511; CHO-hERG, FluxOR thallium flux, dofetilide IC70 present; Q12809; activation (rescue from dofetilide block), less the hit threshold, % at 10 µM;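 active = activation above the mean of controls blocked by dofetilide plus 5 SD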;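 also: thallium influx through hERG after potassium depolarization seen as dye fluorescence rise; in these data hits start at about 4.7%; inactives centre near -7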
GSK3A inh: human GSK-3 alpha kinase inhibition. P49840. ADP-Glo luminescence, 60 min. inhibition, % at 10 µM. 320,000 compounds, 0.1% hits;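 in the data active = inhibition above about 50%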;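 also: GST-tagged GSK-3 alpha with peptide substrate and 25 µM ATP; 0% = DMSO neutral wells and 100% = GW8510 positive control wells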
KCNQ1 act: human KCNQ1 channel potentiation or activation; AID 2648; B-score at 10 µM; P51787; 310,000 compounds, 0.35% hits; CHO-K1 KCNQ1, thallium flux FluxOR fluorescence; stronger effect = higher value;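 active = fluorescence ratio B-score, a plate-corrected score, at least three library SD, with initial intensity B-score within 5 SD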
Target sequence (P51787 whole entry, looked up): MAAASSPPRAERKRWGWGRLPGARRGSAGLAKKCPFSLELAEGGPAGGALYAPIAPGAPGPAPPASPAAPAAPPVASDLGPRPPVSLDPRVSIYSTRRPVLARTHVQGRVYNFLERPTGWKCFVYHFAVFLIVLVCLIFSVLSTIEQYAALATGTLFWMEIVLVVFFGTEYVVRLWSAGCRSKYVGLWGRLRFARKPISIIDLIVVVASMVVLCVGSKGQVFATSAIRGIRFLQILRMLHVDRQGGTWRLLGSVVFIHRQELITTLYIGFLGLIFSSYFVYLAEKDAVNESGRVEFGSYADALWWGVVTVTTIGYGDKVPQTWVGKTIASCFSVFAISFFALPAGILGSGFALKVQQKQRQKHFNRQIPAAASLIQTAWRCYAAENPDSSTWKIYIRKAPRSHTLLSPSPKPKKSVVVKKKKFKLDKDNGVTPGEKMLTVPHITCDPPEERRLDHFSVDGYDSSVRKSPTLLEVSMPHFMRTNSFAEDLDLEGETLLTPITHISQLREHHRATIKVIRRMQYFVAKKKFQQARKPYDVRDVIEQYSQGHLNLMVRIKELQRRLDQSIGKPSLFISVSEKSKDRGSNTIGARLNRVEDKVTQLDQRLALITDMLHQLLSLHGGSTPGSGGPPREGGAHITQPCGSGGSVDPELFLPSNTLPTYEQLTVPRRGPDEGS
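Schedule – 37 °C overnight plating, 90-min dark dye load, 20-min compound pretreatment · System – stable KCNQ1 CHO-K1 line · Probe or stimulus – thallium- and potassium-containing depolarizing buffer · Measured by – kinetic FluxOR fluorescence, 10 s baseline plus 110 s post-stimulus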
KCNK3 inh: human KCNK3 channel inhibition, primary screen; AID 602410; 340,000 compounds, 0.84% hits; B-score at 10 µM; CHO-KCNK3 thallium flux, FluxOR fluorescence; stronger effect = lower value; O14649;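 active = B-score under library mean minus 4 SD, starting fluorescence ratio at most library mean plus 5 SD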;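 also: more negative B-score means stronger inhibition of thallium flux through KCNK3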
Target sequence (O14649 whole entry, looked up): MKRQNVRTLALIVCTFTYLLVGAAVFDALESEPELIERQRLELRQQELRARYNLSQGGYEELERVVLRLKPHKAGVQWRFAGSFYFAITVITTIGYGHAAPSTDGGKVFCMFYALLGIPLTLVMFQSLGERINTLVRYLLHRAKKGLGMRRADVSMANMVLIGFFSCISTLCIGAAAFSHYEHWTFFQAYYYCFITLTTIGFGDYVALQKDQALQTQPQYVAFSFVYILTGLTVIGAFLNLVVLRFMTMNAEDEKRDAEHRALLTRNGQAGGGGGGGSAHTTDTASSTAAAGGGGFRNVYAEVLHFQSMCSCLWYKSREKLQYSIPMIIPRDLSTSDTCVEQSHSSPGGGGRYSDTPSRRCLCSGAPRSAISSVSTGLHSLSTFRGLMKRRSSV
KCNQ1 block: blocks the human KCNQ1 potassium channel; P51787; CHO-K1 KCNQ1, FluxOR thallium flux fluorescence; stronger effect = higher value; B-score at 10 µM; 310,000 compounds, 1.3% hits;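 active = compounds whose thallium flux B-score, printed positive for inhibition, exceeds three library SD while starting fluorescence stays within three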;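 also: channel opened by potassium depolarization with thallium stimulus after 20 min compound exposure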
RGS4 pot: potentiators or activators of RGS4. HEK293 M3R/inducible RGS4, carbachol calcium flux Fluo4; stronger effect = lower value. B-score at 10 µM. 310,000 compounds, 0.92% hits. AID 463111;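 active = B-score of the integrated calcium signal more than 4 SD below the library mean, with starting fluorescence not abnormally high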;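 also: negative B-score means reduced calcium response which marks RGS4 activation or potentiation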
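Material: M3R-expressing HEK293 line, RGS4 induced by doxycycline | Schedule: Overnight RGS4 induction, 30 min dye load 37 °C, 20 min compound RT | Measured by: Fluo4 fluorescence kinetic imaging of calcium | Read-out: Integrated calcium ratio converted to B score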
DYRK1A inh: blocks rat Dyrk1A kinase activity; Q63470; ADP-Glo luminescence, NFATc1 peptide; inhibition, % at 12.5 µM; 310,000 compounds, 0.43% hits; in the data active = inhibition above about 50%;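 also: plate controls were vehicle with enzyme for no effect and no enzyme for full effect; many of its hits are not listed in these tables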
* hit, by the source's call; i = inactive; / = no result given. Some of the compounds tested; count on the stated rates, not on these rows.

SMILES	PolyA inhibitor	KCNK9 block	GSK3beta inhib	RGS4 inh	hERG protect	GSK3A inh	KCNQ1 act	KCNK3 inh	KCNQ1 block	RGS4 pot	DYRK1A inh
O=C1CCc2cc(S(=O)(=O)NC(Cc3ccccc3)C(=O)NC3CCCCC3)ccc2N1 (configuration not stated)	i	i	1.2	i	-4.1	1.3	i	i	i	i	-3.4
O=S(=O)(NCc1ccco1)c1ccc2c(c1)Cc1ccccc1-2	i	i	-7.3	i	-15.4	-5.7	i	i	i	i	4.3
CCC(=O)N=c1sc2cc(F)cc(F)c2n1C	i	i	-3.3	i	-8.5	-1.7	i	i	i	i	0.5
Cc1cc(=O)[nH]c2nnc(-c3ccc(Br)cc3)n12	i	i	-0.5	i	-2.2	-2.1	i	i	i	i	2.3
O=C(O)CC/C(=N/NC(=O)c1ccc(-c2ccccc2)cc1)c1ccccc1	i	i	4.4	i	-3.3	-1.4	i	i	i	i	5.1
Cn1nc(-c2ccc3c(c2)OCCO3)c2ccccc2c1=O	i	i	1.8	i	-9.4	-4.9	i	i	i	i	1.0
O=C(c1ccc(F)cc1)N1CCN(C(=O)c2cccnc2)CC1	i	i	-0.3	i	-4.7	-0.5	i	i	i	i	2.4
COc1cc(S(=O)(=O)N2CCN(C)CC2)c(OC)cc1Cl	i	i	1.8	i	-12.0	-7.0	i	i	i	i	-2.5
Cc1ccnc(NS(=O)(=O)c2cnc(Cl)c(Br)c2)c1	i	i	-19.6	i	-5.2	3.8	i	i	i	i	-5.4
CC(Oc1ccc(Cl)cc1Cl)C(=O)NCc1ccncc1 (configuration not stated)	i	i	-0.1	i	-10.6	0.0	i	i	i	i	11.3
C(#Cc1ccccc1)CN1CCCCC1	i	i	5.2	i	-5.7	-0.8	i	i	i	i	4.1
Cc1ccc(-c2nnnn2-c2ccccc2C(=O)O)cc1	i	i	0.8	i	-1.7	-0.1	i	i	i	i	1.9
Cc1nc(-c2nc(C(=O)NNS(C)(=O)=O)cs2)cs1	i	i	-3.4	i	-8.6	5.3	i	i	i	i	-36.1
CCOC(=O)c1c(C)n(C)c2cc(-c3ccc(C)cc3)c(O)cc12	i	i	-1.6	i	-5.2	-0.9	i	i	i	i	1.6
CC(C)=CC1C(C(=O)NCCc2ccccc2)C1(C)C (configuration not stated)	i	i	2.1	i	-13.6	0.6	i	i	i	i	10.9
COc1ccccc1CNC(=O)C(NS(=O)(=O)c1ccc2c(c1)oc(=O)n2C)C(C)C (configuration not stated)	i	i	2.8	i	-2.7	0.1	i	i	i	i	-1.9
C=CCNC(=S)NCC=C	i	i	0.6	i	-2.2	0.4	i	i	i	i	1.8
CC(C)CC1COC(=O)N1 (configuration not stated)	i	i	-0.2	i	-4.7	0.2	i	i	i	i	-1.2
CC(=O)OCc1cc(-c2nc3ccccc3[nH]c2=O)nn1-c1ccc(Cl)cc1	i	i	3.6	i	-3.4	-1.4	i	i	i	i	7.9
CCOc1ccc(NC(=O)CS(=O)CC(=O)Nc2cccnc2)cc1 (configuration not stated)	i	i	0.6	i	-4.9	0.8	i	i	i	i	-5.5
COc1ccc(C(=O)NCC(=O)NCC(=O)OCC(=O)C(C)(C)C)cc1	i	i	-1.7	i	-5.1	-1.1	i	i	i	i	2.8
CSc1nc2cc3c(cc2n1C(=O)c1ccc(C)cc1)OCCO3	i	i	/	i	-7.3	-2.4	i	i	i	i	5.1
CCOC(=O)c1nnn(CC(=O)N2N=C(c3cccc4ccccc34)CC2c2ccccc2)c1C(=O)OCC (configuration not stated)	i	i	0.2	i	-15.1	-3.3	i	i	i	i	-5.0
CCOC(=O)c1sc(CS(=O)(=O)c2ccc(Cl)cc2)nc1C	i	i	4.1	i	-9.2	-4.0	i	i	i	i	9.5
CCn1ncc(Cl)c1C(=O)Nc1ccc2c(c1)CCC2	i	i	-1.1	i	-8.4	-1.4	i	i	i	i	13.4
COc1ccccc1OCC(=O)NCC(c1cccs1)N1CCOCC1 (configuration not stated)	i	i	1.6	i	2.4	-1.4	i	i	i	i	2.8
Cc1ccc(S(=O)(=O)/N=C(/Sc2ccccc2C(=O)O)c2ccccc2)cc1	i	i	6.1	i	-10.4	-6.7	i	i	i	i	-1.4
CCN(CCn1cccn1)C(=O)C1CCC(=O)N(CCc2cccc(F)c2)C1 (configuration not stated)	i	i	2.3	i	-4.4	2.5	i	i	i	i	-1.8
CCCCNC(=NCc1cccc(C(F)(F)F)c1)Nc1ccccc1	i	i	2.6	i	-4.8	3.1	i	i	i	i	-1.2
CN(C(=O)c1ccccc1C(=O)OCC(=O)c1ccc(Br)cc1)c1ccccc1	i	i	-4.9	i	-8.8	-1.8	i	i	i	i	2.9

No new results follow: 9 of the compounds above.
SMILES	PolyA inhibitor	KCNK9 block	GSK3beta inhib	RGS4 inh	hERG protect	GSK3A inh	KCNQ1 act	KCNK3 inh	KCNQ1 block	RGS4 pot	DYRK1A inh
CSc1nc2cc3c(cc2n1C(=O)c1ccc(C)cc1)OCCO3	i	i	/	i	-7.3	-2.4	i	i	i	i	5.1
CCOC(=O)c1nnn(CC(=O)N2N=C(c3cccc4ccccc34)CC2c2ccccc2)c1C(=O)OCC (configuration not stated)	i	i	0.2	i	-15.1	-3.3	i	i	i	i	-5.0
CCOC(=O)c1sc(CS(=O)(=O)c2ccc(Cl)cc2)nc1C	i	i	4.1	i	-9.2	-4.0	i	i	i	i	9.5
CCn1ncc(Cl)c1C(=O)Nc1ccc2c(c1)CCC2	i	i	-1.1	i	-8.4	-1.4	i	i	i	i	13.4
COc1ccccc1OCC(=O)NCC(c1cccs1)N1CCOCC1 (configuration not stated)	i	i	1.6	i	2.4	-1.4	i	i	i	i	2.8
Cc1ccc(S(=O)(=O)/N=C(/Sc2ccccc2C(=O)O)c2ccccc2)cc1	i	i	6.1	i	-10.4	-6.7	i	i	i	i	-1.4
CCN(CCn1cccn1)C(=O)C1CCC(=O)N(CCc2cccc(F)c2)C1 (configuration not stated)	i	i	2.3	i	-4.4	2.5	i	i	i	i	-1.8
CCCCNC(=NCc1cccc(C(F)(F)F)c1)Nc1ccccc1	i	i	2.6	i	-4.8	3.1	i	i	i	i	-1.2
CN(C(=O)c1ccccc1C(=O)OCC(=O)c1ccc(Br)cc1)c1ccccc1	i	i	-4.9	i	-8.8	-1.8	i	i	i	i	2.9

Additional records
SMILES	PolyA inhibitor	KCNK9 block	GSK3beta inhib	RGS4 inh	hERG protect	GSK3A inh	KCNQ1 act	KCNK3 inh	KCNQ1 block	RGS4 pot	DYRK1A inh
CN(C)C(=O)c1sccc1Oc1ccc(F)cc1[N+](=O)[O-]	i	i	-4.1	i	1.1	-1.4	i	i	i	i	-2.1
Cc1cc2c(NC(=O)Nc3ccc(F)cc3)cccc2nn1	i	i	1.7	i	-8.5	-0.3	i	i	i	i	2.2
Cc1cccc(C(=O)/C=C2/c3ccccc3CC(C)(C)N2C)c1	i	i	0.6	i	-12.1	-4.9	i	i	i	i	-0.1
COc1ccccc1CNC(=O)CCCC(=O)n1ncc2cc(C)ccc21	i	i	2.9	i	-4.3	3.6	i	i	i	i	0.6
Cc1occc1C(=O)Nc1sc2c(c1C(N)=O)CCCCC2	i	i	4.0	i	-2.3	-0.8	i	i	i	i	-0.8
Cc1ccc(N2C(=NC(=O)c3ccccc3)SC3CS(=O)(=O)CC32)cc1 (configuration not stated)	i	i	17.0	i	-10.1	-3.0	i	i	i	i	-2.9
COc1ccc2nc(N3C(=O)CC(Cc4ccc(Cl)cc4)C3=O)sc2c1 (configuration not stated)	i	i	-6.8	i	-8.2	1.6	i	i	i	i	/
COc1ccc(C2CC(=O)c3cnc(NC(=O)c4ccccc4)nc3C2)c(OC)c1 (configuration not stated)	i	i	-4.8	i	-4.3	-1.1	i	i	i	i	12.4
COc1cc(C(=O)O)c2ccccc2n1	i	i	-2.4	i	-10.9	-2.4	i	i	i	i	-4.0
Nc1c(C(=O)Nc2cccc(F)c2)nnn1-c1cccc(C(F)(F)F)c1	i	i	0.7	i	-0.8	1.2	i	i	i	i	/
COc1ccc(CNC(=O)CN(C(=O)c2snc(C(N)=O)c2N)c2ccc(F)cc2)cc1	i	i	-4.2	i	-8.8	-3.8	i	i	i	i	-1.5
Cc1ccccc1OCC(=O)Nc1ccccc1N1CCC(C)CC1	i	-11.9*	-1.6	i	-8.3	-3.8	i	-10.2*	i	i	3.7
CO/N=C/NC(=O)NOCc1ccc(Cl)cc1Cl	i	i	1.7	i	-4.1	0.2	i	i	i	i	1.6
CC(=O)Nc1ccc(NC(=O)CSc2nc(C)nc3sc(C)c(C)c23)cc1	i	i	-0.3	i	-6.6	-3.3	i	i	i	i	0.4
CCOC(=O)c1c(NC(=O)CSc2nc3ccccc3c(=O)n2-c2ccc(F)cc2)sc(C(C)=O)c1C	i	i	0.4	i	-17.8	-3.2	i	i	i	i	1.0
CCn1c(=O)n(CC(=O)NCc2ccco2)c(=O)c2ccccc21	i	i	1.1	i	-3.4	0.5	i	i	i	i	3.0
Cc1ccc(NC(=O)NNC(=O)c2ccccc2)cc1	i	i	1.9	i	-8.4	/	i	i	i	i	1.9
Cc1ccc(N2CCN(S(=O)(=O)N3CCCCCC3)CC2)cc1Cl	i	i	4.6	i	-4.9	-3.5	i	i	i	i	1.9
CC(=O)c1ccccc1OC(=O)CCN1C(=O)c2ccccc2C1=O	i	i	0.9	i	-5.1	-3.3	i	i	i	i	-82.0
COc1cc(OC)c(C2C(C(=O)Nc3ccc(C)cc3C)=C(C)Nc3ncnn32)cc1OC (configuration not stated)	i	i	2.7	i	-7.3	4.6	i	i	i	i	-0.3
COc1ccc(-n2c(SCC(=O)NCC3CCCO3)nc3c(c2=O)SCC3)cc1 (configuration not stated)	i	i	0.9	i	-9.0	0.9	i	i	i	i	-1.0
CSCC[C@H](NC(=O)Nc1ccccc1C)C(=O)O	i	i	2.5	i	-8.3	-0.6	i	i	i	i	0.9
CCCCCn1nc(C(=O)OCC(=O)c2c(N)n(C)c(=O)n(C)c2=O)c2ccccc2c1=O	i	i	-2.9	i	-13.6	0.0	i	i	i	i	15.2
